NPY Y1 blocker = NPY-Y1 (human) receptor antagonism; P25929; HEK293-CNG Y1 cells, membrane potential fluorescence; NPY at EC95, then isoproterenol; inhibition, % at 3.6 µM; hit rate 1% among 200,000;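 active means inhibition above the campaign mean inhibition of all tested compounds plus 3 SD, cut at about 20% in these data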;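 further: 0% = DMSO wells given NPY plus isoproterenol and 100% = isoproterenol alone without NPY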
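Material: HEK293 cells co-expressing NPY Y1 receptor and cyclic-nucleotide gated channel. Timing: compound incubation 1 h at room temperature, readout 45 min post-stimulation. Signal: fluorescence, membrane potential probe.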
S1P4 ag = human S1P4 receptor agonism. O95977. S1P4-expressing cell line, agonist reporter assay. activation, % at 4.98 µM. hit rate 0.35% among 220,000; in the data active means activation above about 11%;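 further: 0% = DMSO vehicle and 100% = reference agonist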
Target sequence (O95977 whole entry, looked up): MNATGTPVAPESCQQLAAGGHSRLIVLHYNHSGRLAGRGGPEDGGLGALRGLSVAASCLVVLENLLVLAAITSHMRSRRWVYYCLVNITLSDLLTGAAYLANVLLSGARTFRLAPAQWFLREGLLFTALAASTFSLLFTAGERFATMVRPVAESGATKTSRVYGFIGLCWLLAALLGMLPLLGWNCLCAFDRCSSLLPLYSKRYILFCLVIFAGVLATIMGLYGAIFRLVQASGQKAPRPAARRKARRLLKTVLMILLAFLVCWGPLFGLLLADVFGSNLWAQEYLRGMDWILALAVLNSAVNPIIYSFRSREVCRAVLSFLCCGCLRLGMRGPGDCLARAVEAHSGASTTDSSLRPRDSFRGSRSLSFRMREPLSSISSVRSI
NPY2 pot ag = potentiators or agonists of human neuropeptide Y receptor Y2 | P49146 | cells expressing NPY-Y2, potentiator/agonist read-out | activation, % at 3.6 µM | hit rate 0.45% among 220,000; in the data active means activation above about 27%;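 further: cells stimulated with NPY near EC25 plus isoproterenol at EC100; 0% = vehicle plus submaximal agonist and 100% = vehicle plus saturating agonist; some results beyond the cut were filed as inactive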
Ba/F3 V617F tox = reduce viability of Ba/F3 cells dependent on JAK2V617F; Ba/F3 EpoR-JAK2V617F viability, ATP luminescence; inhibition, % at 5.6 µM; hit rate 1.1% among 220,000;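 active means inhibition above the campaign mean plus 3 SD over all tested compounds, cut at about 24% in these data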;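 further: cytokine-independent growth of Ba/F3 cells driven by EpoR plus mutant JAK2; 0% = DMSO-treated cells and 100% = JAK inhibitor I control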
RBBP9 inhibitor = inhibitors of human serine hydrolase RBBP9; inhibition, % at 7.94 µM; AID 1515; O75884; hit rate 0.2% among 220,000; recombinant RBBP9, FP-Rh probe fluorescence polarization;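 active means inhibition above the campaign mean of all tested compounds plus 3 SD, cut at about 14% in these data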;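 further: plate controls were DMSO wells with RBBP9 for no effect and wells lacking RBBP9 protein for full effect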
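Measured by: FP readout at 525/598 nm; material: recombinant human RBBP9; also added: Serine-hydrolase probe FP-Rh, 375 nM pre-mixing; medium: Tris buffer pH 8.0, NaCl, Pluronic; replication: one well per compound; doses: one concentration, 7.94 µM nominal, 0.794% DMSO; timing: preincubation 30 min plus labeling 45 min at 25 °C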
S1P4 antag = human S1P4 receptor antagonism; O95977; S1P4-expressing cells, antagonist mode, reporter read-out; inhibition, % at 4.98 µM; hit rate 0.26% among 220,000; AID 1510; in the data active means inhibition above about 29%;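 further: 0% = wells stimulated with agonist and 100% = vehicle wells without agonist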
NPY-Y1 PAM-ag = potentiates or activates human NPY-Y1 receptor; hit rate 0.37% among 220,000; activation, % at 3.6 µM; NPY-Y1 expressing cells, potentiator/agonist activation; P25929; in the data active means activation above about 33%, passing the limit was not always enough;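 further: cells stimulated with NPY at EC10 then isoproterenol at EC100; 0% = low agonist plus stimulus and 100% = saturating agonist plus stimulus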
BaF3 parental = counter-screen for JAK2V617F inhibitors: parental Ba/F3 viability inhibitors; CellTiter-Glo ATP luminescence; inhibition, % at 5.6 µM; hit rate 1.1% among 220,000;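 active means inhibition above a per-campaign cutoff, the mean inhibition of all tested compounds plus 3 SD, cut at about 27% in these data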;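 further: 0% = DMSO wells and 100% = JAK Inhibitor I control wells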
Runt-CBFb FRET = Runt domain-CBFb interaction inhibition; Q01196+Q13951; Cerulean-Runt/Venus-CBFb FRET ratio 530/480, 1 h; inhibition, % at 20 µM; hit rate 0.46% among 220,000; AID 1496;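 active means inhibition over about 50% at 20 µM in the single-dose screen, limit read from the data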;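 further: 0% = DMSO wells and 100% = excess unlabeled CBFb competitor control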
Target sequence (Q01196 whole entry, looked up, the tested form may be a part): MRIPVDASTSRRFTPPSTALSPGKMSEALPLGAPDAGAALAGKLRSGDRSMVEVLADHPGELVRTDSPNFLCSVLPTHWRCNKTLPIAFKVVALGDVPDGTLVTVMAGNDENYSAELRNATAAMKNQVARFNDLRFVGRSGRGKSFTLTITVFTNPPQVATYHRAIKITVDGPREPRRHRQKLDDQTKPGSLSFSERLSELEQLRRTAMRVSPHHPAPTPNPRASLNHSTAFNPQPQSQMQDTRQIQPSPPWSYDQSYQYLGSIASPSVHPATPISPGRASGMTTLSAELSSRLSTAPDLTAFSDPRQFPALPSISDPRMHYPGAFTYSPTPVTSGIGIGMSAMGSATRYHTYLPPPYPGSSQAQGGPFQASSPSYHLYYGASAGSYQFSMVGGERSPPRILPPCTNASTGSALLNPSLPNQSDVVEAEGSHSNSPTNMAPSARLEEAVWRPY
Target sequence (Q13951 whole entry, looked up, the tested form may be a part): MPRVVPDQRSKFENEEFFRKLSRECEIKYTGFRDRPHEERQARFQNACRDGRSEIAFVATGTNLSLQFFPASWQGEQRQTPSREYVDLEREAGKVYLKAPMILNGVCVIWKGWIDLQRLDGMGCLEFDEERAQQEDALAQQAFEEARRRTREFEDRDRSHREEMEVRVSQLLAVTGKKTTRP
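Reagent – Venus-CBFb binding partner, 100 nM · Assay system – Cerulean-tagged RUNX1 Runt domain (FRET donor) fusion protein · Input – 100 nM per protein · Incubation – two 1 h room-temperature incubations shielded from light · Measured by – FRET fluorescence · Medium – Tris buffer pH 7.5 with salts and BSA · Benchmarks – unlabeled CBFb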
* hit, by the source's call; x = not tested or not shown.

The first 2 records, to show the layout:
SMILES,NPY Y1 blocker,S1P4 ag,NPY2 pot ag,Ba/F3 V617F tox,RBBP9 inhibitor,S1P4 antag,NPY-Y1 PAM-ag,BaF3 parental,Runt-CBFb FRET
Cc1nc(-c2ccccc2)nc2[nH]c(-c3ccccc3)cc(=O)c12,14,-3.4,9,0,-8,-11,-28,6,0
S=C(NCc1ccc(Cl)cc1)NCc1ccccn1,-1,1.6,8,-3,1,-9,-6,4,-1

The whole of this part (from the top)
SMILES,NPY Y1 blocker,S1P4 ag,NPY2 pot ag,Ba/F3 V617F tox,RBBP9 inhibitor,S1P4 antag,NPY-Y1 PAM-ag,BaF3 parental,Runt-CBFb FRET
Cc1nc(-c2ccccc2)nc2[nH]c(-c3ccccc3)cc(=O)c12,14,-3.4,9,0,-8,-11,-28,6,0
S=C(NCc1ccc(Cl)cc1)NCc1ccccn1,-1,1.6,8,-3,1,-9,-6,4,-1
CCCCN(C)C(=O)CCC(=O)NNc1nc2ccccc2c2nc(C)nn12,-6,-0.2,4,1,-3,-19,-35,8,2
COc1ccc(Cc2nnc(NS(=O)(=O)c3ccc(Cl)cc3)s2)cc1OC,6,0.0,-19,-1,-4,-3,-9,7,-2
Cc1ccc(-n2cc(C(=O)c3ccccc3O)cn2)cc1,2,1.4,-15,-1,5,8,-18,6,-3
Cc1nc([N+](=O)[O-])c(Sc2nc3ccc([N+](=O)[O-])cc3[nH]2)n1Cc1ccccc1,-2,1.5,1,0,-7,-13,2,1,115*
O=C(NC(=S)Nc1ccccc1N1CCCC1)c1ccc([N+](=O)[O-])cc1,13,0.9,1,-1,2,10,-21,3,7
Cc1ccc(NC(=O)c2cccnc2)cc1S(=O)(=O)N(C)C,9,0.0,-3,0,4,-5,6,1,-1
Cn1c(=O)cc(SCC(=O)N2CCCC2)c2ccc(Cl)cc21,0,-3.5,-5,6,3,-1,17,8,-4
CN1CCC(N(C)C(=S)NC(=O)c2cc(-c3cccc(Br)c3)nc3ccccc23)CC1,12,-1.2,-30,6,1,9,-35,5,1
CCOC(=O)c1[nH]c2ccc(Cl)cc2c1-c1ccccc1,3,0.9,-24,3,-3,-3,1,8,0
O=C1CCCC(O)=C1N=Nc1ccc(C(=O)O)cc1,x,0.0,3,-3,-5,-3,22,-6,4
CCOC(=O)C1CCN(C(=O)CSC2=NCCS2)CC1,1,-1.4,18,-5,3,-9,-5,1,-1
COc1ccc(NS(=O)(=O)c2cc(NC(=O)C3CCCO3)ccc2N2CCCC2)cc1 (configuration not stated),6,1.3,4,-1,-1,-6,15,9,-2
COc1ccc(-c2cnnn2-c2ccc(NC(=O)c3ccc(S(=O)(=O)N4CCCCC4)cc3)cc2)cc1,5,0.3,-5,7,-37,-25,-5,7,-1
CCN(CC)c1ccc(C2=NNC(=O)CC2C)cc1[N+](=O)[O-] (configuration not stated),64*,-1.2,-45,6,-3,-12,-85,3,0
CCCCOc1ccc(/C=C/C(=O)NCCc2nc3ccccc3[nH]2)cc1,-9,-0.1,-24,-2,-10,-16,-23,1,-2
O=S(=O)(c1cccs1)N1CCN(CC(O)COc2cc(Cl)ccc2Cl)CC1 (configuration not stated),2,-0.6,34,0,-8,12,5,0,-4
Cc1ccc(S(=O)(=O)Nc2nc3ccccc3nc2Nc2cccc(S(=O)(=O)N3CCCC3)c2)cc1,-14,-0.1,18,4,-9,-2,45*,0,36
CCC(C)NC(=O)COC(=O)c1cc([N+](=O)[O-])ccc1Sc1nc(C)cs1 (configuration not stated),1,-0.9,3,-4,-7,-5,0,2,1
CCC(C)NC(=O)c1c(N)n(/N=C/c2cccs2)c2nc3ccccc3nc12 (configuration not stated),3,0.0,7,-3,-2,-4,15,7,1
Cc1snc2sc(C(=O)c3ccc(F)cc3)c(N)c12,x,0.1,-13,-1,6,8,29,-12,15
CCOc1cc(C(=O)Nc2ccc([N+](=O)[O-])cn2)cc(OCC)c1OCC,3,-0.4,-7,3,-9,-3,-11,6,0
COc1ccc(NC(=O)CN2CCCN(S(=O)(=O)c3ccc(F)cc3)CC2)cc1,2,0.7,-14,0,-5,-2,-9,5,2
COc1ccc(/C=C/C(=O)NC(=S)NCCc2ccc(OC)c(OC)c2)cc1,6,0.2,-29,4,-4,-14,-27,4,-5
COc1ccc(/C=N/n2cnc3c([nH]c4ccc(C)cc43)c2=O)cc1CN1CCCC1,x,0.4,-31,4,-10,9,-7,6,-1
COc1ccc(NC(=O)c2oc3ccccc3c2NC(=O)c2ccco2)cc1,-2,-0.6,-5,-2,-8,-4,1,35*,-1
CC1=C(C(=O)Nc2ccc([N+](=O)[O-])cc2)C(c2cccc(C(F)(F)F)c2)NC(=S)N1c1ccccc1 (configuration not stated),-9,-0.9,16,-2,-7,31*,37,5,2
CC(C)(C)S(=O)(=O)c1cnc(-c2cnccn2)nc1N,x,-1.8,-15,-2,-12,12,-13,-2,3
CSc1ccc(CN2CCC(CO)(Cc3ccc(Cl)cc3)CC2)cc1,52*,-3.5,-48,6,-2,10,-75,6,0
N/C(CCN1CCOCC1)=N/O,0,1.3,2,-1,-6,-3,-8,3,-3
CCN(CC(=O)NC(C)C)C(=O)c1ccc(S(=O)(=O)N(C)c2ccccc2OC)cc1,3,-1.2,14,-1,-7,22,6,2,-1
Cc1cc(NS(=O)(=O)c2ccc(Nc3nc(-c4sc(C)nc4C)cs3)cc2)no1,10,2.8,-5,2,-5,3,0,5,2
COc1ccc(OCCOC(=O)c2cccs2)cc1,6,2.6,8,-1,-5,-1,-15,0,0
Cc1cc(C(=O)COC(=O)c2cccnc2Cl)c(C)n1CC1CCCO1 (configuration not stated),9,0.6,2,-2,-9,-1,11,2,1
CCOC(=O)C1=C(N)N2C(=O)C(C)SC2=C(C(=O)OCC)C1c1ccc(O)cc1 (configuration not stated),x,-2.4,1,-8,7,-6,20,0,1
Cc1cc(C(=O)CN2C(=O)NC3(CCC(C)CC3)C2=O)c(C)n1C (configuration not stated),-1,0.4,-1,-4,4,-15,13,1,0
O=C(NC1CCCCC1)C(=O)N(Cc1cccnc1)C(C(=O)NCc1ccco1)c1ccccc1 (configuration not stated),2,1.0,-2,2,-1,0,2,4,0
CCSc1nnc(NC(=O)[C@H](C)N2C(=O)C3CC=CCC3C2=O)s1 (some centres not stated),-2,-2.7,-13,7,-7,17,7,9,-3
CCOC(=O)C(NC(=O)CCC(=O)Nc1ccc(S(N)(=O)=O)cc1)C(O)c1ccccc1 (configuration not stated),-6,1.2,-4,-3,-5,-17,4,1,3
Cc1ccc(C(=O)NC(=S)Nc2ccccc2C)cc1,1,1.1,-12,-2,-5,9,-2,10,5
CCC(=O)Nc1ccc(C(=O)Nc2c[nH]c(=O)[nH]c2=O)cc1,-5,-1.1,-4,-1,-2,9,-6,8,-1
O=C(NCc1ccco1)C(c1ccccc1)N(C(=O)Cc1cccs1)c1ccccc1 (configuration not stated),6,0.0,-1,-1,-3,9,4,1,-3
COc1ccc(C)cc1S(=O)(=O)Nc1ccccc1C,-4,-2.0,0,2,-5,-12,-15,7,1
COc1cc(/C=N/NC(=O)CSc2n[nH]c(=O)[nH]c2=O)cc(OC)c1O,9,0.2,4,3,-6,-4,-3,8,5
Cc1ccc(C(=O)N(CN2CCCC2=O)c2ccc(F)cc2)cc1,6,1.1,-8,-3,-6,-13,-6,-2,0
COc1cc(CCC(O)CC(=O)CCc2ccccc2)ccc1O (configuration not stated),4,0.3,-29,5,-2,-17,-17,-8,0
O=C(Nc1cccc(Cl)c1)c1cnn2cccnc12,-4,1.0,-4,-4,3,3,6,2,1
CCOC(=O)c1cccnc1NC(=O)c1ccccc1,8,1.2,-2,2,-6,-12,6,4,-2
CC(=O)c1cn(Cc2ccccc2)c(=O)n(Cc2ccc(F)cc2)c1=O,-1,0.4,8,-3,-2,-19,6,0,1
CC(=O)Nc1ccc(S(=O)(=O)Nc2nc(-c3ccc(C(C)(C)C)cc3)cs2)cc1,7,-0.1,-5,-5,3,3,4,0,-4
CCCc1ccc(C(=O)[C@@H]2[C@@H](C(C)=O)N3c4ccc(F)cc4C=C[C@@H]3[C@@]23C(=O)Nc2ccccc23)cc1,x,-0.7,9,-1,-3,6,8,-7,0
Cc1cc(NC(=S)NC(=O)C2CC2)ccc1Br,1,0.5,2,-5,-1,-11,-31,6,0
O=C(c1ccccc1)N1CCCN(c2nccc(C(F)(F)F)n2)CC1,x,0.1,9,1,-8,-4,2,0,-2
Cc1ccc(S(=O)(=O)NCC2CCC(C(=O)NCc3cccnc3)CC2)cc1 (configuration not stated),-1,2.5,2,-4,-1,-6,20,6,1
CCCC(=O)Nc1ccccc1NC(=O)CN(C)S(=O)(=O)c1ccccc1,2,-1.2,3,-3,2,-1,1,2,0
CC(C)(C)n1ncc2c(=O)n(Cc3ccc(Cl)cc3)cnc21,7,1.3,-23,-1,-8,-10,2,11,-1
O=C(c1oc2ccccc2c1N1CCCCC1)N1CCCCC1,-1,-0.4,9,0,-2,-6,-14,1,-2
CCc1nc(SCC(=O)c2ccc(Cl)s2)c2oc3ccccc3c2n1,2,-0.8,-31,1,-10,3,-26,0,7
Cn1c(NNC(=O)c2ccccc2F)cc(=O)n(C)c1=O,x,2.8,0,-3,-2,-7,-1,1,12

The list goes on:
SMILES,NPY Y1 blocker,S1P4 ag,NPY2 pot ag,Ba/F3 V617F tox,RBBP9 inhibitor,S1P4 antag,NPY-Y1 PAM-ag,BaF3 parental,Runt-CBFb FRET
CN(C(=O)c1cnc2n(c1=O)CCS2)C1CCCCC1,-2,-1.8,-1,2,-1,-10,-5,5,2
COc1ccc(OC)c(NC(=O)CSCC(=O)O)c1,7,2.8,-3,-5,-5,-7,17,7,2
Cc1nn(-c2cccc(Cl)c2)c(Cl)c1/C=N/NC(=O)c1cccs1,1,2.1,-5,-4,0,-9,9,2,-2
CCOc1ccc(Cn2nnc(C(=O)Nc3cc(OC)cc(OC)c3)c2N)cc1,-2,1.0,11,-1,-8,-8,8,6,0
CCOC(=O)Cn1nc(C)n(-c2ccc(F)cc2)c1=O,-2,1.6,10,0,-2,-13,19,-1,2
CCO[C@H]1OC(C(=O)N2CCOCC2)=C[C@@H](c2ccc3c(c2)OCO3)[C@@H]1CCCO,-1,0.8,-14,-1,-4,-10,8,-4,1
O=C(CSCc1ccccc1)Nc1ccc(S(=O)(=O)N2CCOCC2)cc1,-2,0.1,-10,-2,-3,-17,10,4,-2
CS(=O)(=O)c1ccc2nc(NC(=O)Nc3cccc(Cl)c3)sc2c1,-9,2.9,28,-4,-8,7,57,-1,-3
Cc1cc(NC(=O)Cc2cccs2)no1,-5,-0.3,4,-3,-3,-25,-3,8,-3
CC(C)(C)OC(=O)COc1cc(OCC(=O)OC(C)(C)C)c2c(=O)cc(-c3ccccc3)oc2c1,46*,0.8,-30,3,-8,3,-31,9,-17
